From PubChem
DAX1 inh-1: NR0B1 (DAX1) inhibition | inhibition, % at 6.75 µM | hit rate 0.99% among 340,000 | HEK293 Gal4-DAX1 luciferase reporter, luminescence | AID 504766 | P51843;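 active = inhibition above the mean over all tested compounds plus 3 SD, cut at about 4.2% in these data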;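 also: 0% = DAX1-transfected cells with DMSO and 100% = empty-vector control cells with DMSO; inhibition shows as a rise in luminescence from relieved DAX1 repression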
Target sequence (P51843 207-470 limits assumed): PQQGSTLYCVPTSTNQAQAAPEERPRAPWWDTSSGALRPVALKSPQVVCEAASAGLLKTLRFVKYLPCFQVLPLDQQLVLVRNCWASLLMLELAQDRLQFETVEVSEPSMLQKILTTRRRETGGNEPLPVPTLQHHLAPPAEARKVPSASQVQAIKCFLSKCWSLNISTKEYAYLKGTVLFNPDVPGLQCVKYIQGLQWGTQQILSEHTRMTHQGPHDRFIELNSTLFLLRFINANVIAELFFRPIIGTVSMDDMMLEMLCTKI
hcDAF12 agonist: activators of H. contortus DAF-12 nuclear receptor | hit rate 1.4% among 370,000 | activation, % at 6.8 µM | HEK293 hcDAF-12 lit1-tk-luc reporter, luminescence; 0% DMSO, 100% Δ7-dafachronic acid | AID 652067;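 active = activation above the mean of all tested compounds plus 3 SD, cut at about 5.5% in these data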;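 also: 100% = response to 3 µM Δ7-dafachronic acid high control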
PG9 binder: PG9 antibody binding by small molecule; TR-FRET gp120-PG9 antibody binding; inhibition, % at 6.7 µM; hit rate 0.43% among 360,000; in the data active = inhibition above about 8.5%
DAX1 inh-2: DAX1 (NR0B1) inhibition, primary screen; hit rate 1.1% among 370,000; inhibition, % at 6.8 µM; HEK293T StAR-luciferase reporter, SF-1/DAX-1 repression relief; AID 652010;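 active = inhibition above the mean over all tested compounds plus 3 SD, cut at about 3.6% in these data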;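 also: 0% = DAX-1 cells with DMSO and 100% = cells lacking DAX-1 with DMSO; higher inhibition means more luminescence from relief of DAX-1 repression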
ssDAF-12 act: activators of S. stercoralis DAF-12 nuclear receptor; HEK293 ssDAF-12/GRIP1 lit1-tk-luc reporter, luminescence; % of 3 µM dafachronic acid response; activation, % at 6.8 µM; hit rate 1% among 370,000; AID 652126;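 active = activation above the mean over all tested compounds plus 3 SD, cut at about 0.9% in these data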;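 also: 0% = DMSO-only wells and 100% = 3 µM delta7-dafachronic acid wells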
hgDAF-12 ag: agonists of H. glycines DAF-12 nuclear receptor | HEK293 GAL4-hgDAF12 UAS-luciferase reporter, agonist luminescence; normalized to butyrate control | activation, % at 6.8 µM | hit rate 1.8% among 370,000;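 active = activation above a cutoff set at the mean of all screened compounds plus 3 SD, cut at about 10% in these data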;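 also: 0% = DMSO wells and 100% = sodium butyrate wells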
PLC-beta3 inh: blocks human PLC-beta3 enzyme activity; Q01970; Purified PLC-beta3, fluorogenic substrate, fluorescence; inhibition, % at 12.2 µM; hit rate 0.18% among 370,000; AID 720704; in the data active = inhibition above about 11%;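 also: 0% = median of compound wells on plate and 100% = full blocker control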
SMARCA2 activ: increases SMARCA2 function in MMTV reporter cells. MG213 cells, MMTV-luciferase reporter, dexamethasone, overnight. activation, % at 9.1 µM. hit rate 1% among 370,000; in the data active = activation above about 7.8%;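 also: 0% = vehicle wells and 100% = reference activator wells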
NR1D1 modulator: modulates human Rev-erb alpha binding to DNA; activity, % at 10 µM; P20393; hit rate 0.79% among 370,000; AID 1259318; Rev-erbα–FITC-DNA binding, fluorescence polarization, 90 min;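 active = activity above about 14%, limit read from the data; passing the limit was not always enough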;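 also: 0% = DMSO wells with 35 nM protein and 100% = DMSO wells with 750 nM protein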
Target sequence (P20393 whole entry, looked up): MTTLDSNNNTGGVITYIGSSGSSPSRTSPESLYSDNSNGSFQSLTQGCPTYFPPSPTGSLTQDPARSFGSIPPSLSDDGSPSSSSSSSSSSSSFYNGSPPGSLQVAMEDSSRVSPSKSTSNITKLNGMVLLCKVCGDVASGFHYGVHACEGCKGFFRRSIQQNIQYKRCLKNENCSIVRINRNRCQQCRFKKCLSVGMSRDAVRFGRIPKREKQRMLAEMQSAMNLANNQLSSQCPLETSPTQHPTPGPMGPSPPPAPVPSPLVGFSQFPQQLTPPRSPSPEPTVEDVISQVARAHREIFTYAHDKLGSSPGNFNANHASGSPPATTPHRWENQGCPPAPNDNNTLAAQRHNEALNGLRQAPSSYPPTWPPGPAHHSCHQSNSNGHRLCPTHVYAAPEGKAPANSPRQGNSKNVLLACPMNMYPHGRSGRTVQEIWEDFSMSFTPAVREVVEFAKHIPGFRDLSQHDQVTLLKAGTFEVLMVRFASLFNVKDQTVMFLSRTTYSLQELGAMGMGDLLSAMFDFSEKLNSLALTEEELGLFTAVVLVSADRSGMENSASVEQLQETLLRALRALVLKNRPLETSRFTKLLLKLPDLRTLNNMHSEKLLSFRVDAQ
HGIII-sPLA2 inh: Inhibits HGIII-sPLA2 liposome hydrolysis, primary screen; Q9NZ20; QFRET BODIPY PC-A2 liposome hydrolysis, fluorescence; hit rate 0.56% among 370,000; AID 743126; inhibition, % at 12.2 µM;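 active = inhibition above mean plus 3 SD of compounds lying within the high and low control bounds, cut at about 19% in these data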;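 also: 0% = median of test compound wells and 100% = no enzyme DMSO wells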
GAA850 FXN act: frataxin GAA850 promoter activation; activation, % at 6 µM; AID 540364; HEK293 lucGAA850 FXN promoter luciferase reporter, 24 h; percent of 10 µM SAHA response; hit rate 0.56% among 360,000;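 active = activation above the average of all compounds screened plus 3 SD, cutoff fixed separately per campaign, cut at about 7.5% in these data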;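 also: 0% = DMSO wells and 100% = 10 µM SAHA wells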
The depositor's hits bear a star; nt = no result given.

A first look, nine compounds:
SMILES	DAX1 inh-1	hcDAF12 agonist	PG9 binder	DAX1 inh-2	ssDAF-12 act	hgDAF-12 ag	PLC-beta3 inh	SMARCA2 activ	NR1D1 modulator	HGIII-sPLA2 inh	GAA850 FXN act
COc1ccc(N2CCN(C(=O)Cc3csc(NC(=O)Nc4ccccc4OC)n3)CC2)cc1	-2.4	-3.5	-0.8	-4.1	-1.6	-6.9	-7.8	-2.7	0.7	-16.6	-4.1
CC1=C(C(=O)OC2CCCCC2)C(c2cccnc2)n2ncnc2N1 (configuration not stated)	-2.0	-2.0	-1.2	0.3	-1.7	-1.9	-2.8	-1.7	8.0	16.7	-2.1
CCC(C(=O)O)P(=O)(c1ccc(Cl)cc1)c1ccc(Cl)cc1 (configuration not stated)	0.6	0.0	-2.1	0.7	-0.7	-2.4	3.2	6.4	0.4	-0.4	1.6
Cc1cc2cc(C(c3nnnn3C3CCCC3)N(Cc3cccnc3)Cc3ccco3)c(=O)[nH]c2cc1C (configuration not stated)	-0.2	0.4	-1.4	-1.3	-1.4	3.0	-46.4	5.0	0.2	-1.2	-1.5
COC(=O)[C@H]1C[C@@H]1[C@H](NS(=O)(=O)c1ccccc1)c1ccccc1	-0.5	-1.3	-0.2	-0.2	-1.1	0.8	-1.4	0.7	0.7	-0.5	0.2
O=C(CP(=O)(CO)CO)c1ccc(Cl)cc1	0.8	-1.4	-1.2	-0.2	-1.4	-1.7	4.6	2.1	-3.3	-4.3	-2.1
COc1ccc(CN(C(=O)c2oc3ccc(F)cc3c2C)C2CCS(=O)(=O)C2)cc1 (configuration not stated)	-0.5	-3.0	-2.4	0.0	-0.8	-3.6	-7.6	-2.1	-3.4	-3.1	1.2
O=C1NCCN(Cc2c(F)cccc2Cl)C1CC(=O)N1CCCO1 (configuration not stated)	-0.1	-0.9	0.9	0.8	-1.2	-3.0	-164.2	-2.0	-3.8	1.1	3.0
OC(CNCCNc1ncccc1C(F)(F)F)COc1ccc(F)cc1 (configuration not stated)	2.8	1.1	-2.1	-0.2	-1.7	1.5	-5.7	-1.7	5.5	-7.1	-0.7

This part in full, from the first entry:
SMILES	DAX1 inh-1	hcDAF12 agonist	PG9 binder	DAX1 inh-2	ssDAF-12 act	hgDAF-12 ag	PLC-beta3 inh	SMARCA2 activ	NR1D1 modulator	HGIII-sPLA2 inh	GAA850 FXN act
COc1ccc(N2CCN(C(=O)Cc3csc(NC(=O)Nc4ccccc4OC)n3)CC2)cc1	-2.4	-3.5	-0.8	-4.1	-1.6	-6.9	-7.8	-2.7	0.7	-16.6	-4.1
CC1=C(C(=O)OC2CCCCC2)C(c2cccnc2)n2ncnc2N1 (configuration not stated)	-2.0	-2.0	-1.2	0.3	-1.7	-1.9	-2.8	-1.7	8.0	16.7	-2.1
CCC(C(=O)O)P(=O)(c1ccc(Cl)cc1)c1ccc(Cl)cc1 (configuration not stated)	0.6	0.0	-2.1	0.7	-0.7	-2.4	3.2	6.4	0.4	-0.4	1.6
Cc1cc2cc(C(c3nnnn3C3CCCC3)N(Cc3cccnc3)Cc3ccco3)c(=O)[nH]c2cc1C (configuration not stated)	-0.2	0.4	-1.4	-1.3	-1.4	3.0	-46.4	5.0	0.2	-1.2	-1.5
COC(=O)[C@H]1C[C@@H]1[C@H](NS(=O)(=O)c1ccccc1)c1ccccc1	-0.5	-1.3	-0.2	-0.2	-1.1	0.8	-1.4	0.7	0.7	-0.5	0.2
O=C(CP(=O)(CO)CO)c1ccc(Cl)cc1	0.8	-1.4	-1.2	-0.2	-1.4	-1.7	4.6	2.1	-3.3	-4.3	-2.1
COc1ccc(CN(C(=O)c2oc3ccc(F)cc3c2C)C2CCS(=O)(=O)C2)cc1 (configuration not stated)	-0.5	-3.0	-2.4	0.0	-0.8	-3.6	-7.6	-2.1	-3.4	-3.1	1.2
O=C1NCCN(Cc2c(F)cccc2Cl)C1CC(=O)N1CCCO1 (configuration not stated)	-0.1	-0.9	0.9	0.8	-1.2	-3.0	-164.2	-2.0	-3.8	1.1	3.0
OC(CNCCNc1ncccc1C(F)(F)F)COc1ccc(F)cc1 (configuration not stated)	2.8	1.1	-2.1	-0.2	-1.7	1.5	-5.7	-1.7	5.5	-7.1	-0.7
O=C(C[C@@H]1C/C=C\C[C@@H](Cc2ccc(F)cc2)C(=O)OC[C@@H](Cc2c[nH]c3ccccc23)NC1=O)NCCO	1.5	-1.1	-1.9	-0.4	-1.1	-2.2	2.0	-0.4	-0.9	-70.5	-0.1
CCc1c(C)sc(NC(=O)c2ccco2)c1C(=O)N1CCCCC1	0.2	0.3	-2.8	-0.4	-0.9	-0.9	-7.9	-2.0	-1.1	-0.9	0.1
O=C1CCN(S(=O)(=O)c2ccccc2)CCN1CCOCc1cccc(F)c1	1.2	-1.9	1.8	0.1	-1.5	-2.7	6.0	-1.3	0.3	-1.5	-2.3
CC1(O)C(=O)C2(C)C=CC1C1C(=O)N(c3ccccc3)C(=O)C12 (configuration not stated)	nt	-0.1	1.0	0.7	-0.8	-0.5	0.9	-4.8	5.0	6.9	nt
COc1ccc(NC(=O)Cn2nc(C(=O)O)c3ccccc3c2=O)cc1OC	1.2	-0.8	-0.8	0.0	-1.1	-3.6	-1.1	1.1	3.5	-0.7	0.2
Cc1ccc(S(=O)(=O)N2[C@@H](CO)CO[C@H]2CC(=O)OCc2ccccc2)cc1	nt	-2.0	0.1	0.6	-1.4	0.8	2.1	-0.9	0.5	-7.2	nt
C=C(C)Cn1c(C2CC(=O)N(Cc3ccccc3)C2)nc2ccccc21 (configuration not stated)	-0.8	-3.0	0.3	0.4	-1.7	0.1	6.5	5.3	5.0	3.7	-0.6
CN(C)c1ccc(CNC(=O)CN(C)S(=O)(=O)c2ccc3c(c2)c(=O)n(C)c(=O)n3C)cc1	0.1	1.2	-1.2	-0.1	-1.0	2.1	-8.0	0.7	-6.2	8.5	1.5
COc1ccc([C@H]2C[C@H](n3cc(COC(=O)c4ccccc4)nn3)[C@@H](O)CN2C(=O)c2cccs2)cc1	0.7	0.5	-1.7	0.5	-1.4	2.4	-1.8	-3.8	-0.7	1.0	1.7
NC(=O)N/N=C\c1cc(Br)ccc1O	-0.8	1.0	-0.8	-0.6	-1.6	-3.9	-108.1	-1.1	1.5	-8.1	-0.7
O=C(Nc1cccc(Cl)c1)Nc1cnccn1	0.1	-0.7	0.3	-1.0	-0.9	1.1	-10.0	-1.4	-0.8	2.7	1.5
Cn1ccc2c(-c3cccc4ccccc34)cc3c(c21)C1CCC3C1 (configuration not stated)	nt	1.4	1.0	-0.8	-1.3	-0.5	-82.8	1.2	9.8	2.4	nt
CN(C)S(=O)(=O)c1ccc(C(=O)Oc2ccccc2)cc1	0.9	12.0*	-0.1	-0.6	-1.2	2.1	3.4	2.3	-4.7	-5.1	1.8
CN1CCN(CCc2nc3cc(NC(=O)COc4ccc(Cl)cc4)ccc3n2C)CC1	-0.1	-2.5	-0.8	-0.1	-1.1	-0.1	-6.7	-5.2	-2.4	5.6	1.3
Cc1ccc2c(c1)C1CS(=O)(=O)N(CCc3ccccc3)CN1C2 (configuration not stated)	nt	-1.6	nt	-1.0	-0.8	0.5	-11.9	-7.2	0.1	11.5	nt
COc1cccc(N2C(=O)C(Cc3c[nH]c4ccccc34)NC2=S)c1 (configuration not stated)	-0.2	1.4	1.0	-0.2	-0.8	-0.9	-3.2	-0.1	-2.0	-118.0	0.5
CCCn1cc(S(=O)(=O)CC(=O)N2CCc3ccccc32)c2ccccc21	0.6	0.6	0.3	-0.4	-0.8	-3.5	-3.8	-3.7	5.9	-24.1	2.8
O=C(c1ccccc1)c1ccc(CN2C(=O)c3ccccc3C2=O)o1	1.3	-1.9	-0.7	1.0	-0.9	-1.1	2.5	0.0	0.1	8.5	-3.4
CCCn1c(NCc2ccc(C)o2)nc2ccccc21	-0.6	-0.9	-0.7	0.8	-1.5	2.7	-4.9	-2.5	-2.0	-1.9	0.8
Cc1cc(C)c2ccc(C)[n+]([O-])c2c1O	0.9	-0.6	-1.4	0.1	-1.5	-1.6	-3.1	-1.9	-7.0	4.1	0.2
COc1ccc(N2CCN(C(=O)C(NC(=O)c3c(F)cccc3F)C(C)C)CC2)cc1 (configuration not stated)	-1.8	0.0	-1.8	0.0	-1.1	-0.3	-8.0	-4.3	-2.8	7.2	-1.0
CCCCCCN1C(=O)C(O)=C(C(C)=O)C1c1ccc(Cl)cc1 (configuration not stated)	-0.5	1.1	-0.5	-0.1	-0.7	1.2	2.7	4.8	-7.4	-1.9	-0.3
Cc1cccc(C(=O)NC(=S)N2CCN(c3ccc([N+](=O)[O-])cc3)CC2)c1	-0.7	0.9	-0.9	0.4	-1.3	-0.4	0.5	-2.8	3.4	2.7	-0.6
Cc1ccc(-c2nnn(CC(=O)NCC3COCCO3)n2)o1 (configuration not stated)	-0.4	0.9	-0.6	0.1	-0.7	-0.3	3.0	-1.8	4.6	5.4	2.6
Nc1nc(SCc2ccc(F)cc2)ns1	0.6	-0.3	-1.6	1.7	-1.4	2.0	-4.6	-3.3	4.3	5.7	5.7
COc1ccc(C(=O)N/N=C2\CCc3ccccc32)cc1OC	1.1	0.6	-1.4	1.4	-1.0	1.0	1.0	-3.2	7.3	1.1	3.8
CCN(CCO)c1nc(NCc2ccccc2)c2cnn(C)c2n1	-0.9	-0.4	-1.7	-1.4	-1.7	-2.3	-8.7	0.8	-3.6	0.1	2.3
CC(=O)c1cc(F)c(N2CCCC2)cc1C	-0.9	-0.4	-0.9	0.5	-0.9	2.9	-0.1	1.5	-0.5	6.2	0.3
C=CCSC1=C(C#N)C2(CCCCC2)C(C#N)C(=O)N1 (configuration not stated)	-1.0	-1.8	0.9	-1.5	-1.4	-1.4	4.5	0.4	2.0	4.3	-1.4
CC1Cc2ccccc2N1C(=O)c1ccc(N2CCCCC2)c([N+](=O)[O-])c1 (configuration not stated)	-1.6	-2.3	-2.1	0.3	-1.9	0.3	3.1	-1.8	0.9	6.8	0.5
CC(=O)c1c2c3c(c(Br)ccc3n(C)c1=O)C(=O)c1ccccc1-2	-1.2	5.1	-1.7	-0.3	0.3	-2.1	-25.6	-0.7	7.7	2.1	0.4
COc1cc(F)ccc1-c1csc(C(O)c2ccc(F)cc2)n1 (configuration not stated)	nt	-2.0	0.9	-0.5	-1.3	-2.6	2.0	-3.2	-2.0	-3.7	-1.0

Entries listed so far printed as active in hcDAF12 agonist.
| smiles | DAX1 inh-1 | hcDAF12 agonist | PG9 binder | DAX1 inh-2 | ssDAF-12 act | PLC-beta3 inh | SMARCA2 activ | NR1D1 modulator | HGIII-sPLA2 inh |
| --- | --- | --- | --- | --- | --- | --- | --- | --- | --- |
| CN(C)S(=O)(=O)c1ccc(C(=O)Oc2ccccc2)cc1 | 0.9 | 12.0* | -0.1 | -0.6 | -1.2 | 3.4 | 2.3 | -4.7 | -5.1 |
